Bioassay records (PubChem)
Kir21 inh: inhibitors of mouse Kir2.1 inward-rectifier potassium channel; Inward rectifier potassium channel 2 (Mus musculus), P35561; HEK293-Kir2.1, FluxOR thallium flux fluorescence; hits give low values; B-score at 10 µM; 0.85% of 310,000 active; AID 1672, 2009;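 active = fluorescence ratio B-score at or below minus 3 SD of library scores, with starting-brightness B-score within 2 SD, cut at about -4.2 in these data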;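 note: channel flux triggered by added potassium and thallium sulfate stimulus; B-score of peak minus minimum fluorescence over baseline after thallium stimulus; more negative B-score means stronger Kir2.1 block with less thallium influx; some compounds called inactive have numbers as strong as hits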
Target sequence (P35561 whole entry, looked up): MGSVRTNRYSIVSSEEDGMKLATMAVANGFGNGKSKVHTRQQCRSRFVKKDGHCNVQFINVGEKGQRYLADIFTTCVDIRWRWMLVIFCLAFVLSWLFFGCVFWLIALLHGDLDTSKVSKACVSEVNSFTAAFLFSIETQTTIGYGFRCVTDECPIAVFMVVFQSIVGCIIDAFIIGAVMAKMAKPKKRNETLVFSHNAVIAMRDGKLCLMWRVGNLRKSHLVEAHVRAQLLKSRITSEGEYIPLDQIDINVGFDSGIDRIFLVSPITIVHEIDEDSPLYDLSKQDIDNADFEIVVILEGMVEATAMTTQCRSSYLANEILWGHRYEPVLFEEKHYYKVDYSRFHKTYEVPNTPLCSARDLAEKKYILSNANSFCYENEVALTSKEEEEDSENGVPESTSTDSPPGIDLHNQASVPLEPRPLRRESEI
CHT block: inhibitors of human choline transporter CHT; CHT-expressing cells, membrane potential dye, choline response; hits give low values; B-score at 10 µM; 0.86% of 310,000 active; AID 488975, 2010;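 active = B-score over 3 SD under the library average, and starting fluorescence ratio not unusually high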;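 note: choline stimulus applied at its EC90 after an EC20 pre-addition; B-score computed on integrated fluorescence ratio after choline addition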
Target sequence (Q9GZV3 whole entry, looked up): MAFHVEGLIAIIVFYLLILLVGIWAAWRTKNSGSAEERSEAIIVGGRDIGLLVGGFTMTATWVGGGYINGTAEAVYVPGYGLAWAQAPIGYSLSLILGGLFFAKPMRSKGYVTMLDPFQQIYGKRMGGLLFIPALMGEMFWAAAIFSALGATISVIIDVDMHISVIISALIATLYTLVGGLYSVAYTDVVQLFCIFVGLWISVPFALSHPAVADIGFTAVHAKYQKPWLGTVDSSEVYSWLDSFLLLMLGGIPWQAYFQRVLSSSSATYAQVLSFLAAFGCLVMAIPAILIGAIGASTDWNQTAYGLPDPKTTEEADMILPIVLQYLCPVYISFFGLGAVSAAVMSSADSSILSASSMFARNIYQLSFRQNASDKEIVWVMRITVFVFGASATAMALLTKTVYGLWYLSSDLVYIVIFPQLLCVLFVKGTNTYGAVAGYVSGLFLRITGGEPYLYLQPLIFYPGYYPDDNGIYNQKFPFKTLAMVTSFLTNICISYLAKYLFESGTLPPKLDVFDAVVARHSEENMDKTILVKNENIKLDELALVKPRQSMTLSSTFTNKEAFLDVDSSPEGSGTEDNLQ
* marks the source's active call; other numbers are inactive results; i = inactive; / = not tested or not shown.

SMILES | Kir21 inh | CHT block
O=C(CCC(=O)c1ccccc1)Nc1ccccc1 | 0.83 | i
Cc1nn(Cc2ccccc2)c(C)c1N | -1.2 | i
CCOC(=O)Cc1c(C)[nH]n(-c2ccccc2)c1=O | -0.13 | i
CC(C)c1[nH]nc2c1C(c1cccnc1)C(C#N)=C(N)O2 (stereo not given) | -1.7 | i
O=C(CCc1ccccc1)NC(=S)Nc1cccc(Br)c1 | 3.5 | i
CCN(C(=O)c1ccc(NC(C)=O)cc1)c1ccccc1 | -0.71 | i
COc1ccc(C(=O)COc2cccc(NC(=O)c3ccco3)c2)cc1 | 0.76 | i
CC(C)n1cc(CN2CCC(n3nccc3NC(=O)C3CCCC3)CC2)cn1 | -0.41 | i
OCCNc1nc2nonc2nc1NCCO | 0.08 | i
CC1(C)CC2(CCO1)N1CC3(C)CN2CC(C)(C1)C3O (stereo not given) | -0.54 | i
Cc1ccc(N2CC(C(=O)N3CCOCC3)CC2=O)cc1Cl (stereo not given) | -1.8 | i
O=C(C1CCCN(S(=O)(=O)Cc2ccccc2)C1)N1CCc2ccccc21 (stereo not given) | 1.9 | i
Cc1ccc(C(=O)Nc2ncn[nH]2)cc1 | 0.01 | i
CC1(c2nnc(-c3ccncc3)o2)CC(c2ccc(F)cc2)=NO1 (stereo not given) | -0.48 | i
CNC(=O)Nc1cccc(-c2ccnc(C)n2)c1 | 0.75 | i
CCOc1cc(/C=N\NC(=O)OC(C)(C)C)ccc1OC(=O)c1ccco1 | 1.6 | i
COc1ccc(OC)c2sc(N(CCN(C)C)C(=O)c3cc(Cl)sc3Cl)nc12 | 0.31 | i
O=C(CCC1CCN(Cc2ccc(C#CCCO)cc2)CC1)NC1CC1 | 0.7 | i
CC1(C)CC(=O)C2=C(C1)NC(=O)NC2c1ccc([N+](=O)[O-])cc1 (stereo not given) | -0.6 | i
COC(=O)c1ccccc1OCCOc1ccccc1C(=O)OC | -1.9 | i
COc1ccccc1CNS(=O)(=O)c1ccc2c(c1)CC(=O)N2C | 0.22 | i
CCOC(=O)c1ccc(NC(=O)N2CCCCCC2)cc1 | -0.87 | i
CCOC(=O)C1CCN(C(=O)C(=O)N2CCC(C(=O)OCC)CC2)CC1 | -0.83 | i
Cc1ccnc(Nc2nc(-c3ccc(O)c(O)c3)cs2)c1 | -0.7 | i
CCn1cc(CN2CCN(Cc3ccsc3)C(CCO)C2)cn1 (stereo not given) | -1.3 | i
COc1cc(/C=C(\C#N)c2ccccn2)ccc1OCC(=O)Nc1c(Cl)cccc1Cl | / | i
COc1ccc(-c2csc(Nc3cc(C)ccn3)n2)cc1OC | -0.16 | i
NCCCC[C@H]1CNC(=S)N1CC1CCCCC1 | -0.06 | i
COc1ccc(CN2CCSCC2)c(OC)c1C | 1.1 | i
CCN1CCN(C(=O)c2cn(CCOC)c(=O)c3c2c2ccccc2n3C)CC1 | -1.3 | i

Random excerpt: four records from the list, in no set order.
SMILES | Kir21 inh | CHT block
CCOc1cc(/C=N\NC(=O)OC(C)(C)C)ccc1OC(=O)c1ccco1 | 1.6 | i
COc1cc(/C=C(\C#N)c2ccccn2)ccc1OCC(=O)Nc1c(Cl)cccc1Cl | / | i
COc1ccc(OC)c2sc(N(CCN(C)C)C(=O)c3cc(Cl)sc3Cl)nc12 | 0.31 | i
CCN(C(=O)c1ccc(NC(C)=O)cc1)c1ccccc1 | -0.71 | i

Following part.
SMILES | Kir21 inh | CHT block
O=C(CN1C(=O)c2ccc([N+](=O)[O-])cc2C1=O)NCc1ccc(C(=O)O)cc1 | 2.1 | i
COc1ccccc1C(c1nnnn1C1CCCC1)N1CCN2CCCC2C1 (stereo not given) | -1.1 | i
CCOCCCNC(=O)C1CCN(S(=O)(=O)N2CCCCC2)CC1 | -0.75 | i
O=C(Cc1coc2ccc3ccccc3c12)Nc1nnc(C2CC2)s1 | -0.05 | i
CCCCN1C2CCCC1CC(NC(=O)c1cccc(OC)c1)C2 (stereo not given) | -0.03 | i
COc1ccc2cc(C(=O)Nc3ccc(S(N)(=O)=O)cc3)sc(=O)c2c1OC | -0.39 | i
CC(=O)Cc1nsc(NC(=O)c2ccc(-c3ccc(Cl)c(C(F)(F)F)c3)o2)n1 | 0.53 | i
Cc1ccc2cc(C(c3nnnn3C3CCCC3)N(Cc3ccco3)Cc3cccs3)c(=O)[nH]c2c1 (stereo not given) | 0.07 | i
CCN(CC)S(=O)(=O)c1ccc(Cl)c(NC(C)=O)c1 | 1 | i
CCC(Sc1nncn1C)C(=O)Nc1nnc(-c2ccc(Cl)cc2)s1 (stereo not given) | 0 | i
CC(=O)Nc1ccc(NC(=O)CCc2nc3ccccc3c(=O)[nH]2)cc1 | -0.03 | i
Cc1ccc(NC(=S)N2CCN(C(=O)C3CCCO3)CC2)c(C)c1 (stereo not given) | 0 | i
CCOc1ccc(C(=O)Nc2cc(OC)ccc2OC)cc1 | 0.43 | i
CC(C)CC(=O)NC(C)C(c1cccs1)N1CCOCC1 (stereo not given) | 0.74 | i
COc1cc(NC(=O)C2CCN(c3cnccn3)CC2)cc(OC)c1 | 0.44 | i
O=C(Cc1ccc(Cl)cc1Cl)NCC1(N2CCOCC2)CCCCC1 | -1.6 | i
CC(=O)/C(N=Nc1cc2c(cc1[N+](=O)[O-])OCCO2)=C(\C)O | 1 | i
CCOc1ccc(C(=O)C2CCN(C(=O)c3ccccc3C(=O)O)CC2)cc1 | -0.61 | i
CC1CCN(C(=O)C(=O)c2cn(CC(=O)N3CCCCCC3)c3ccccc23)CC1 | 2.9 | i
CCn1c(SCc2nc3ccccc3c(=O)[nH]2)nnc1C(C)NC(=O)c1ccccc1 (stereo not given) | 0.27 | i
CN(c1ccccc1)S(=O)(=O)c1cccc(NC(=O)Cn2cnc3ccccc3c2=O)c1 | 0.42 | i
CS(=O)(=O)c1ccc2nc(NC(=O)c3ccc(N4C(=O)CCC4=O)cc3)sc2c1 | -0.94 | i
Cc1ccc(S(=O)(=O)N2CCN=C2c2ccccc2)cc1C | / | i
COc1cccc(NC(=O)CC(=O)c2ccc([N+](=O)[O-])cc2)c1 | 1.5 | i
CN1C(=S)SC(N2OC3C(=O)N(c4ccccc4)C(=O)C3C2c2ccccc2)C1(C)C (stereo not given) | 0.61 | i
COc1ccccc1OCc1nc2ccccc2n1C | 1.9 | i
Cc1nn(C)c(C(=O)NNC(=O)Nc2cccc(C(F)(F)F)c2)c1Cl | -0.01 | i
Cc1ccc(C2C(C#N)=C3N=C(N)c4ccccc4N3C3=C2C(=O)CCC3)cc1 (stereo not given) | -0.1 | i
Cc1cccc(C)c1-n1c(C)nn(Cc2ccc([N+](=O)[O-])cc2)c1=O | -1.4 | i
O=C(COC(=O)CNC(=O)c1ccc(Br)o1)Nc1ccc2c(c1)OCCO2 | 0.92 | i

Ordered by heavy-atom count (highest first): three of the compounds above
SMILES | Kir21 inh | CHT block
CC(C)n1cc(CN2CCC(n3nccc3NC(=O)C3CCCC3)CC2)cn1 | -0.41 | i
O=C(Cc1coc2ccc3ccccc3c12)Nc1nnc(C2CC2)s1 | -0.05 | i
COc1ccc(-c2csc(Nc3cc(C)ccn3)n2)cc1OC | -0.16 | i

Next compounds:
SMILES | Kir21 inh | CHT block
O=C(NC(Cc1c[nH]c2ccccc12)C(=O)N/N=C/c1cccnc1)c1cccs1 (stereo not given) | -0.31 | i
COCCn1c(SCC(=O)c2ccc(CNC(C)=O)o2)nc2ccccc2c1=O | 0.97 | i
CCOC(=O)C1=C(C(F)(F)F)Nc2ncnn2C1c1ccc(OC)c(OC)c1OC (stereo not given) | -0.1 | i
Cc1nonc1C1CCCN1Cc1cn[nH]c1-c1ccc2c(c1)OCO2 (stereo not given) | -0.3 | i
Cc1cccc(NC(=O)NNC(=O)COc2ccc(Cl)cc2)c1 | -0.43 | i
O=C1CN(C(=O)NCC(=O)N[C@@H](Cc2ccccc2)C(=O)O)c2ccccc2N1 | -1.5 | i
Cc1cc(NC(=O)CSCC(=O)N(C)Cc2ccc(Cl)cc2Cl)no1 | -3 | i
COc1ccc(-n2sc3c(c2=S)-c2cc(OC)ccc2NC3(C)C)cc1 | 0.23 | i
Cc1noc(C)c1C(=O)N1CCC(C(=O)c2ccc(F)cc2F)CC1 | -1.2 | i
Cc1nc2ccccn2c1/C(O)=C1\C(=O)C(=O)N(CCN2CCOCC2)C1c1cccs1 (stereo not given) | -0.34 | i
COc1ccc(S(=O)(=O)NNC(=O)c2cccs2)cc1 | -0.03 | i
c1ccc2c(N3CCOCC3)c3c(nc2c1)CCC3 | -1.1 | i
O=C(CN1c2cccc3cccc(c23)S1(=O)=O)Nc1ccccc1 | 1.8 | i
O=C(Nc1ccc(Cl)cc1)c1ccc(S(=O)(=O)N2CCOCC2)cc1 | -0.39 | i
O=C1CC(c2cc(-c3ccccc3)no2)C1 | 1.1 | i
CN(C)S(=O)(=O)c1ccc(Cl)c(NC(=O)CSc2nc3ccccc3c(=O)n2CCCN2CCOCC2)c1 | 0.56 | i
CC(=O)Nc1ccccc1C(=O)C(=O)Nc1cccc(C(=O)NC2CC2)c1 | -2 | i
COc1ccccc1C(=O)Nc1sc2c(c1C#N)CCC2 | 0.07 | i
CC1CCC(NC(=O)CN2CCCN(Cc3ccc(F)cc3Cl)C2=O)CC1 (stereo not given) | 0.03 | i
CCc1nn(CC(=O)NCCCN(CC)Cc2ccccc2)c(=O)c2cc3sccc3n12 | -1 | i
CCCc1nc2ccccc2c(C(=O)O)c1CC | 1.1 | i
C=C[C@@](C)(O)CC[C@@H]1[C@@]2(C)CCCC(C)(C)[C@@H]2CC[C@@]1(C)O | -1.9 | i
Cc1c(CNCCc2ccc(Cl)cc2)c(C(=O)O)c(C)n1-c1ccccc1 | -0.86 | /
CCN(CC)c1ccc(NC(=O)COc2ccccc2C#N)cc1S(=O)(=O)Nc1ccccc1OC | -0.27 | i
COC(=O)CCC/C=C1\SC[C@@H](NC(=O)c2ccccc2)C1NC(C)=O (stereo not given in full) | -0.69 | i
CC(=O)c1cnc2scnn2c1=O | 0.09 | i
Cc1cc(C)c(C(=O)CSc2nnc(-c3cccnc3)n2C)c(C)c1 | -0.98 | i
O=C1NC(c2ccccn2)Nc2sc3c(c21)CCC3 (stereo not given) | -1.6 | i
O=C(NC12CC3CC(CC(C3)C1)C2)c1cc2nc(-c3ccco3)cc(C(F)(F)F)n2n1 | 0.61 | i
O=C(CSc1nnc(SCc2ccccc2)s1)N/N=C/c1ccc(C(=O)O)cc1 | 0.11 | i
COC(=O)C(Cc1ccccc1)NC(=O)c1ccc(C)cc1 (stereo not given) | 1.1 | i
COc1ccc(C2C(C#N)=C(N)OC3=C2C(=O)CC(C)C3)c(OC)c1OC (stereo not given) | 0.49 | i
COc1ccccc1Oc1ccc2c(c1)C(=O)N(c1cccc(O)c1)C2=O | 1 | i
CC(C)c1ccc(OC(=O)NCCO)cc1 | -0.55 | i
COc1ccc(S(=O)(=O)N2CCN(C(=O)Nc3ccccc3OC)CC2)cc1 | -0.81 | i
CCN(Cc1ccccc1)C(=O)Cn1cc(S(=O)(=O)NC)c(S(=O)(=O)NC)c1 | 0.73 | i
Cc1ccc(-n2c(Cc3ccccc3)n[nH]c2=S)cc1 | -0.73 | i
O=C(/C=C/Nc1ccccc1F)c1ccc(Br)cc1 | 1.8 | i
COc1ccc(OC)c(S(=O)(=O)Nc2cc(Cl)cc(Cl)c2)c1 | 0.06 | i
CCOc1ccccc1NC(=O)C(Sc1ccccc1)c1ccccc1 (stereo not given) | 2.8 | i
Cc1ccc(S(=O)(=O)NCCC(=O)OCC(=O)N2CCCC2=O)cc1 | -0.01 | i
CC(=O)Nc1ccc(S(=O)(=O)NC2=NCN(C)CN2)cc1 | -1.8 | i
O=C(CNC(=O)C(c1ccccc1)c1ccccc1)N/N=C\c1ccc(C(=O)O)cc1 | 0.01 | i
Cc1ccc2c(CC(=O)Nc3cccc(S(=O)(=O)N4CCOCC4)c3)coc2c1 | 1.2 | i
Oc1cccc(Nc2ncnc3c2oc2ccccc23)c1 | 1.6 | i
NC(=O)NOCc1ccc(F)cc1Cl | 0.16 | i
CCOC(=O)N1C(=O)c2cc(OC)ccc2S1(=O)=O | -1.3 | i
COc1ccc(CN2CC(C(=O)NCCc3ccccc3)CC2=O)cc1 (stereo not given) | -0.77 | i
Cc1nc2ccc(C(=O)O)cc2[nH]1 | 1.3 | i
COc1ccc(CN=CC2=C(O)CC(C)(C)CC2=O)cc1 | 1.3 | i
Cc1ccc(O)c(Nc2ncnc3ccc([N+](=O)[O-])cc23)c1 | 0.06 | i
Fc1ccc(C(c2nnnn2C2CCCC2)N2CCN(Cc3ccncc3)CC2)cc1 (stereo not given) | 1 | i
COc1cc(S(=O)(=O)NCc2ccc3c(c2)OCO3)c(OC)cc1C | -2.2 | i
O=C(NC1CCCc2ccccc21)C1CCC(CNc2c(N3CCOCC3)c(=O)c2=O)CC1 (stereo not given) | / | i
CCOC(=O)c1ncccc1NC(=O)CC(=O)Nc1cccnc1C(=O)OCC | -0.22 | i
O=C(N/N=C/c1ccc(O)c(O)c1)NC12CC3CC(CC(C3)C1)C2 | 0.01 | i
Cc1nc2c(c(=O)n1CCC1=CCCCC1)c1nc3ccccc3nc1n2/N=C/c1ccco1 | -0.09 | i
O=C(CCCOc1ccccc1)Nc1nccs1 | -0.01 | i
CCOC(=O)C1CCCN(S(=O)(=O)c2ccc3c(c2)NC(=O)CO3)C1 (stereo not given) | 1 | i
O=C(NNC(=O)C1CCN(S(=O)(=O)c2ccc(Cl)cc2)CC1)c1ccncc1 | -0.25 | i
CCN1CCN(C(=O)NC2CCCCC2)CC1 | -0.14 | i
